ERK EGF block: qHTS Assay for Inhibitors of the ERK Signaling Pathway using a Homogeneous Screening Assay; Stimulation with EGF; HEK293-V1b, EGF-stimulated phospho-ERK AlphaScreen; Potency, µM (titrated, usually from 11.5 µM), for the others: top-dose activity change, negative = inhibition, actives largely listed as inhibitors; 0.41% of 130,000 active; active means well fitted inhibition curve with a large enough effect; inconclusive means small, poorly fitted or top-dose-only effect, or effect the other way;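 further: plate controls were stimulated vehicle wells for no effect and unstimulated vehicle basal for full effect; nearly all actives have a fitted effect of over 55% in size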
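In this qHTS, HEK293 cells with stable type-1 vasopressin (V1b) receptor were exposed to compound at 37C for 30 min, stimulated 5 min with EGF at 25 nM, lysed, and probed for phospho-ERK by AlphaScreen.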
Numbers without * were called inactive; ? = inconclusive; [ ] = remark or other dose. Potency means the concentration at half of the fitted maximal effect.

structure	ERK EGF block
CC(C)CCN1CCN(Cc2nc(-c3ccc(F)cc3)cs2)CC1CCO (centres undefined)	7%
Cn1c(CN2CCOCC2)nc2cc(NC(=O)COc3ccc([N+](=O)[O-])cc3)ccc21	-5%
COc1ccc(Nc2cc(C)nc(N)n2)cc1	-9%[57.5 µM]
Cc1ccc(S(=O)(=O)N2CCN(c3ccc([N+](=O)[O-])cn3)CC2)cc1	8%[57.5 µM]
CN(C)c1ncc2nc(-c3ccc(F)cc3)c(=O)n(C3CC3)c2n1	-15%
Fc1ccccc1-c1nc(-c2cnccc2C(F)(F)F)no1	29%[57.5 µM]
CCOc1ccc(-c2nnc(-c3ccccc3)o2)cc1	0%
CCOC(=O)c1c(NC(=O)c2ccnn2C)sc(C)c1C	4%
CCn1ccnc1CN1CCCC(C(=O)c2ccc3cc(OC)ccc3c2)C1 (centres undefined)	?
COc1ccc(CN(C)CC(=O)Nc2cc3oc4ccccc4c3cc2OC)c(OC)c1	0%
NC(=O)c1c(NC(=O)c2ccc(S(=O)(=O)N3CCOCC3)cc2)sc2c1CCCCC2	-7%
COc1cc(CNc2nc3ccccc3[nH]2)cc(OC)c1OC	3%
c1ccc(-c2csc3ncnc(N4CCOCC4)c23)cc1	-11%
N#Cc1c(NC(=O)C2CC(Cl)=CCC2C(=O)O)sc2c1CCCC2 (centres undefined)	6%
CCC(C)Nc1nc2c(c(=O)[nH]c(=O)n2C)n1CCC(C)C (centres undefined)	7%
Cc1ccc(-c2n[nH]c(=S)n2/N=C\c2ccco2)cc1	4%
CCc1nc2ccc(C(=O)O)cc2nc1CC	0%
O=C(Cc1ccc([N+](=O)[O-])cc1)N/N=C/c1ccco1	2%[57.5 µM]
CC(C)C[C@@H](CC(=O)N[C@H](CC(=O)N[C@@H]1CCNC[C@H]1C(=O)N[C@H](CC(=O)N[C@@H](CCC(=O)O)CC(=O)O)CC(C)C)C(C)C)NC(=O)[C@@H]1CCCC[C@H]1N	-3%
Cc1ccc2c(c1)c(N=NC(N)=O)c(O)n2C	3%
CC(C)c1onc(C(=O)NC2CCCC2)c1[N+](=O)[O-]	-10%
CN(c1ccc(C(=O)NCCSC(C)(C)C)cc1)S(=O)(=O)c1ccccc1	7%
C[C@@H]1CC=C[C@H]2[C@H]1C(=O)N(Cc1ccccc1)[C@H]2c1ccc(Br)cc1F	5%[57.5 µM]
N#Cc1c(Cl)cccc1N1CCC(C(N)=O)CC1	-4%[57.5 µM]
Cc1onc(-c2ccccc2Cl)c1C(=O)Nc1ccc(Cl)cn1	-1%[57.5 µM]
Cc1[nH]n(-c2cccc([N+](=O)[O-])c2)c(=O)c1-c1ccccc1	0%
CCOC(=O)c1c(O)c2ccccc2oc1=O	-9%[57.5 µM]
O=C(c1cccnc1)N1N=C(C2CC2)CC1(O)C(F)(F)F (centres undefined)	-3%[57.5 µM]
CC(=O)N1N=C(c2cccnc2)OC1c1ccc(C(C)C)cc1 (centres undefined)	0%
O=C(CCNS(=O)(=O)c1c(Cl)cccc1Cl)OCC(=O)c1ccccc1	4%
COc1ccccc1CN1CC2(CCN(C(=O)c3cccc(F)c3)CC2)C1	7%
COc1ccc(OC)c(NC(=O)CN(Cc2ccc(Cl)cc2)S(C)(=O)=O)c1	-20%
O=C(CON=C1c2ccccc2-c2ccccc21)NC12CC3CC(CC(C3)C1)C2	1%
Cc1cc(C)nc(NC(=O)c2cc(Br)ccc2Cl)n1	-6%
CC(=O)n1cc([C@H]2C=C(C(=O)N3CCN(Cc4ccc5c(c4)OCO5)CC3)O[C@@H](OCc3ccc(CO)cc3)C2)c2ccccc21	-16%[57.5 µM]
COC(=O)c1cc(NC(=O)Nc2ccccc2)ccc1Cl	16%
CCOc1ccc(-c2n[nH]c(=S)n2/N=C/c2cc3c(cc2[N+](=O)[O-])OCO3)cc1	6%
O=C(NCc1cccnc1)c1ccc(-c2ccc(Cl)cc2)o1	12%
O=C(CN1CCN(c2ccc(O)cc2)CC1)Nc1cc(S(=O)(=O)N2CCCC2)ccc1Cl	2%
Cc1ccccc1C(=O)NCCN1CCOCC1	-6%

Laid out differently: entries from further up.
ERK EGF block	Molecule
5%[57.5 µM]	C[C@@H]1CC=C[C@H]2[C@H]1C(=O)N(Cc1ccccc1)[C@H]2c1ccc(Br)cc1F
-4%[57.5 µM]	N#Cc1c(Cl)cccc1N1CCC(C(N)=O)CC1
-1%[57.5 µM]	Cc1onc(-c2ccccc2Cl)c1C(=O)Nc1ccc(Cl)cn1

The listing continues.
structure	ERK EGF block
Cc1ccsc1/C=N/NC(=O)c1cccc(S(=O)(=O)Nc2ccccc2Cl)c1	-9%
C#CC(C)OC(=O)Nc1cnccc1C(F)(F)F (centres undefined)	4%[57.5 µM]
CCCCCC(C)N (centres undefined)	10%
C/C(=C/C(=O)N1CCN(C)CC1)C(=O)O	-4%
O=C1NC(=O)/C(=C\c2ccccc2OCc2ccc([N+](=O)[O-])cc2)N1	10%
COc1ncc2nc(-c3ccccc3)c(=O)n(C[C@H]3CCCO3)c2n1	0%
COc1cccc(/C=N/NC(=O)C(C)Cn2cnc3ccccc32)c1 (centres undefined)	-3%[57.5 µM]
CS(=O)(=O)c1ccc(S(=O)CC(=O)OCc2ccccc2)c([N+](=O)[O-])c1 (centres undefined)	?
CN1CCCC(CC2Oc3ccccc3Sc3ccccc32)C1 (centres undefined)	1%
O=C(CCN1CCOCC1)NNC(=O)/C(=C/c1ccccc1)NC(=O)c1ccccc1	2%[57.5 µM]
Cc1ccc(C(=O)NC(=S)NNS(=O)(=O)c2ccccc2)cc1	9%
CCOc1cc(S(=O)(=O)Nc2ccc(Cl)cn2)ccc1Cl	-3%
OC(COC(c1ccc(F)cc1)c1ccc(F)cc1)CN1CCc2ccccc2C1 (centres undefined)	?
O=C(COC(=O)C(O)c1ccccc1)c1ccc2c(c1)OCCO2 (centres undefined)	1%
Cc1ccc(-c2cc(C(F)F)nc(S(C)(=O)=O)n2)cc1	-14%
CCCCNc1ccc(C(=O)O)cc1	12%[57.5 µM]
CCN(CC)S(=O)(=O)c1cccc(NC(=O)CN(C)C2CCCCC2)c1	-7%
COc1ccc(C(C)(C)C)cc1NC(=O)c1cc(S(=O)(=O)N(C)C)ccc1N1CCCC1	9%
CC(C)C1CCC(C(=O)N[C@H](Cc2ccccc2)C(=O)O)CC1 (some centres undefined)	3%[57.5 µM]
O=C(c1nc2ccc(Cl)cn2c1CNCCn1ccnc1)N1CCCCCCC1	-6%
Cc1csc(Nc2ccc(C(=O)O)cc2)n1	-6%[57.5 µM]
O=C1c2ccccc2C(=O)N1c1cccc2cccnc12	-1%
COC(=O)CN(C)C(=O)CC1C(=O)NCCN1CC(C)(C)C (centres undefined)	-2%
O=C(CSc1nnc(CNC(=O)c2cccs2)o1)NCC1CCCO1 (centres undefined)	4%
Cc1c(NC(=O)COC(=O)/C=C/c2ccc(Cl)cc2)c(=O)n(-c2ccccc2)n1C	-3%
O=C(CSCC(=O)Nc1nc(-c2ccc3c(c2)OCO3)cs1)Nc1nccs1	?
Cc1ccnc(NS(=O)(=O)c2cc([N+](=O)[O-])ccc2C)c1	-1%
O=C1CCCC2=C1C(c1ccccn1)Nc1ccc(C(=O)c3ccccc3)cc1N2 (centres undefined)	-2%
CCN(C(=O)CN1CCN(S(=O)(=O)c2cc(Cl)ccc2Cl)CC1)c1c(N)n(Cc2ccccc2)c(=O)[nH]c1=O	0%
COc1ccc2cc(C3OCCO3)c(Cl)nc2c1	6%
NC1(C(=O)O)C[C@H](C(=O)O)[C@H](C(=O)O)C1 (some centres undefined)	9%
O=C(Nc1nc(-c2ccccc2)c(C(=O)c2ccccc2)s1)c1ccc(S(=O)(=O)N2CCCCC2)cc1	9%
Cc1ccc(/C=N/Nc2ccnc3cc(Cl)ccc23)c(C)c1	0%
CCN(CC(=O)Nc1cccc(S(=O)(=O)N2CCCC2)c1)CC(=O)Nc1ccccc1OC	-1%
COc1ccc(C(C#N)=C2C=CC(=NO)C=C2)cc1	?
Cc1nc2nc(SCC(=O)NCCCN3CCOCC3)nn2c(C)c1Cc1ccccc1	1%
Brc1ccc(/C=N/n2cnnc2)s1	-5%[57.5 µM]
COc1cccc(-n2c(CN3CCN(c4cccc(C)c4)C(C)C3)nc3ccc([N+](=O)[O-])cc3c2=O)c1 (centres undefined)	-3%
COc1ccc(N2C(=O)N(Cc3ccc(C)cc3)c3ccccc3S2(=O)=O)cc1	-1%
Cc1ccc(N2C(=O)C3C(C2=O)N2CCCN2C3c2ccccc2)cc1C (centres undefined)	-2%

Overlap with the part before: four compounds; new compounds follow.
structure	ERK EGF block
Brc1ccc(/C=N/n2cnnc2)s1	-5%[57.5 µM]
COc1cccc(-n2c(CN3CCN(c4cccc(C)c4)C(C)C3)nc3ccc([N+](=O)[O-])cc3c2=O)c1 (centres undefined)	-3%
COc1ccc(N2C(=O)N(Cc3ccc(C)cc3)c3ccccc3S2(=O)=O)cc1	-1%
Cc1ccc(N2C(=O)C3C(C2=O)N2CCCN2C3c2ccccc2)cc1C (centres undefined)	-2%
CCN(CC)S(=O)(=O)c1ccc(NC(=O)c2ccc(N(C)S(C)(=O)=O)cc2)cc1	8%
CC(=O)NCCNC(=O)c1ccc(-n2c(C)ccc2C)cc1	-5%
COC(=O)c1nnc(SC)nc1C(=O)OC	-6%
Cc1cc(NC(=O)c2cccs2)no1	-18%[57.5 µM]
O=C1C=C(NCCO)C(=O)c2cnccc21	-4%
O=C(NCCc1csc(-c2ccccc2)n1)c1ccco1	3%[57.5 µM]
CCn1c(-c2ccccc2)c(C(=O)CCl)c2ccccc21	1%
O=C(COC(=O)COc1ccc(Br)cc1)NCCC1=CCCCC1	5%
COc1cc(/C=C/C(=O)c2ccc(NS(=O)(=O)c3ccc(C)cc3)cc2)ccc1OC(F)F	10%
COc1ccc(S(=O)(=O)Nc2ccccc2N2CCOCC2)cc1[N+](=O)[O-]	3%[57.5 µM]
Cc1cccc(OCc2nnc(SCC(=O)Nc3nccs3)o2)c1	3%[57.5 µM]
CCOC(=O)c1c(NC(=O)C2C3C=CC(C3)C2(C)C(=O)O)sc2c1CCCC2 (centres undefined)	1%
CCOC(=O)Cn1c(C)[n+](CC(=O)c2ccccc2)c2ccccc21	10%[57.5 µM]
O=C(O)CC1S/C(=N/N=C2CCCCC2)N(c2ccccc2)C1=O (centres undefined)	6%
COc1ccc(-c2c(C)nc(N)nc2-c2ccc(OCc3ccc(C)cc3)cc2O)cc1OC	-10%
COc1nccnc1NS(=O)(=O)c1ccc(NC(=S)NC(=O)c2ccccc2)cc1	2%
COc1ccc(/C=C/C(=O)c2ccc3c4c(cccc24)CC3)cc1OC	2%
CC(C)Oc1ccc(CCc2nnc(SC(C)C(=O)O)n2-c2ccccc2)cc1 (centres undefined)	5%
Cc1nc(-c2ccc(S(=O)(=O)NCc3ccccn3)s2)cs1	-3%[57.5 µM]
Cc1cc(C(=O)NCC(=O)OCC(=O)N(C)C2CCCCC2)ccc1[N+](=O)[O-]	1%
CCCCNC(=O)C1CCC(CNS(=O)(=O)c2ccc(C)cc2)CC1 (centres undefined)	-2%
O=S(=O)(Nc1ccc(-c2cn3c(n2)SCC3)cc1)c1cccs1	-14%
CC(C)C(NC(=O)/C=C/c1cccc([N+](=O)[O-])c1)C(C)C	4%
COc1cc(CNC2CCCc3ccccc32)cc(OC)c1OC (centres undefined)	-1%
CC1CC(C)CN(C(=O)CCNS(=O)(=O)c2cccs2)C1 (centres undefined)	1%
CN(C(=O)COC(=O)c1ccc([N+](=O)[O-])cc1)c1ccccc1	4%
Cc1cc(C)nc(NC(=O)c2ccc(Cl)cc2[N+](=O)[O-])c1	3%
O=C(O)/C=C/C(=O)Nc1ccc(SC(F)(F)C(F)(F)C(F)(F)F)cc1	-3%
Cn1cc(Br)c(-c2cccc(NC(=O)CC(C)(C)CC(=O)O)c2)n1	5%[57.5 µM]
NC(=O)C1CCN(C(=O)COc2cccc3cccnc23)CC1	2%
Cc1ccc(OCC(=O)Nc2ccc(N3CCN(S(C)(=O)=O)CC3)cc2)cc1C	1%
COc1ccc(C(=O)NCc2cccnc2)cc1	-4%[57.5 µM]
CN(C)c1cccc(C(=O)N/C=C/n2cnc3cc(C(F)(F)F)ccc32)c1	10%[57.5 µM]
O=C(Cc1ccccc1)NNC(=S)NC(=O)c1cccs1	3%[57.5 µM]
CCn1cc(CCC(=O)O)c(C)n1	2%
Cc1cc(C(=O)N/N=C/C=C/c2ccccc2)c(C)o1	8%
Cc1cc(N2CCN(C)CC2)nc2ccc(NC(=S)N3CCCCC3)cc12	-4%
CCc1ccc(NC(=O)C(=O)N/N=C(\C)CC(=O)NCc2ccc(Cl)cc2)cc1	?
CC(C)(C)NC(=O)COC(=O)CNC(=O)c1cc(Cl)cc([N+](=O)[O-])c1	-4%
O=C(NC(=S)N1CCN(c2ccc([N+](=O)[O-])cc2)CC1)c1ccccc1	6%

Copied from the list:
Value for `Cc1ccc(OCC(=O)Nc2ccc(N3CCN(S(C)(=O)=O)CC3)cc2)cc1C` under ERK EGF block: 1%
Value for `CC(C)C(NC(=O)/C=C/c1cccc([N+](=O)[O-])c1)C(C)C` under ERK EGF block: 4%
Value for `CC(C)(C)NC(=O)COC(=O)CNC(=O)c1cc(Cl)cc([N+](=O)[O-])c1` under ERK EGF block: -4%

An excerpt, so the mix of outcomes need not match the whole.
